Assay outcomes deposited in PubChem BioAssay by National Center for Advancing Translational Sciences (NCATS).
Akt phos inh – HTS Assay for Inhibitors of Akt Phophorylation: Primary Screen. Neuro2A IGF-stimulated pAkt S473 HTRF, 20 min; active compounds read low. actives 0.32% (n = 360,000). activity change, % for hits at 50 µM; in the data active = activity change below about -80%; inconclusive = mostly about -51% to -80%; note: % is set by controls: 0 for no effect and ±100 for the full control effect
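Neuro2A cells in DMEM with 0.5% FBS, overnight at 37 deg C, given compound at single 50 µM final, then IGF (6 nM final) for 20 min at 37 deg C. Lysed; phospho-Akt Ser473 by HTRF after 24 h, 665/615 ratio.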
EPAC2 antag – qHTS for Antagonist of cAMP-regulated guanine nucleotide exchange factor 2 (EPAC2): primary screen. EPAC2 GEF exchange of Rap1B-BODIPY-GDP, fluorescence. Potency, µM (titrated, usually from 114 µM), without a hit: at the top dose activity, negative = inhibition, actives largely listed as inhibitors. actives 0.18% (n = 360,000). AID 720708, 2013; note: potency is the fitted concentration of half-maximal effect; % is set by controls: 0 for no effect and ±100 for the full control effect; nearly all actives have a fitted effect of over 45% in size; many of its hits are not listed in these tables
D3 ag – qHTS of D3 Dopamine Receptor Agonist: qHTS; D(3) dopamine receptor (Homo sapiens), P35462; D3R DiscoveRx beta-arrestin cells, luminescence, 90 min; max activation, %; actives 0.58% (n = 410,000); in the data active = max activation above about 30%; note: 0% is about no effect; mostly tested at two doses, the higher about 12 µM
Target sequence (P35462 whole entry, looked up): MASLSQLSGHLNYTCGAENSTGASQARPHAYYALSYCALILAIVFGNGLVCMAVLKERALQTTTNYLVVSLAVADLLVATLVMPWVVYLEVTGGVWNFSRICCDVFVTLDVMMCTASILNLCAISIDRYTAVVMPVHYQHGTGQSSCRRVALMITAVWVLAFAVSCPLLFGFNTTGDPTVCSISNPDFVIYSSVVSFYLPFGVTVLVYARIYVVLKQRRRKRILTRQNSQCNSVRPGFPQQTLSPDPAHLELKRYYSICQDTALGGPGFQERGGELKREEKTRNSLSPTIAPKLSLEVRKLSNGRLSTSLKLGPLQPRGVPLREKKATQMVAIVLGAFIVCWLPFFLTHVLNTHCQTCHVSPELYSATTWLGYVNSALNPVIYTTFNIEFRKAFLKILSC
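Cells at 1500/well, incubated overnight, then treated with pinned compounds (dopamine as control) for 90 min at 37 degrees C. DiscoveRx reagent added for 30 - 60 minutes at room temperature; luminescence read.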
CCT chaperon mod – High-Throughput Screening for Modulators of Cytosolic Chaperonin Activity | purified chaperonin ATPase assay, HTRF ADP detection, 30 min | activity change, % (no concentration beside the values), hits read low | actives 0.3% (n = 360,000) | AID 651819, 2012; in the data active = activity change below about -30%; note: % is set by controls: 0 for no effect and ±100 for the full control effect
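Enzyme 40 or 20 nM (batch-dependent) in Tris pH 7.4/KCl/MgCl2/DTT; cpd 76 uM single point; ATP 10 uM; 30 min 37 °C; Transcreener ADP HTRF detection, 30 min RT; ratio 665/615.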
D3 antag – qHTS of D3 Dopamine Receptor Antagonist: qHTS. D(3) dopamine receptor (Homo sapiens), P35462. D3R cells, DiscoveRx beta-arrestin luminescence, antagonist mode; active compounds read low. max response, negative = inhibition, %. actives 2.5% (n = 360,000). AID 652054, 2013; in the data active = max response below about -50%; inconclusive = no clear call, values can overlap the other calls; note: % is set by controls: 0 for no effect and ±100 for the full control effect; mostly tested at two doses, the higher about 12 µM
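Cells expressing the human receptor were seeded at 1500 cells/well, incubated overnight at 37 degrees C in 5% CO2, then exposed to library compounds with dopamine controls for 90 minutes at 37 degrees C before luminescent detection.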
PTHR1 agonist – qHTS for PTHR1 Agonists: Primary Screen | Potency, µM (titrated, usually from 115 µM), for inactives: at the top dose activation, usual class: activators | HEK293 GP2 PTHR1 cells, GloSensor cAMP luminescence, 1 h | actives 0.075% (n = 410,000) | Parathyroid hormone/parathyroid hormone-related peptide receptor (Homo sapiens), Q03431; note: potency is the fitted concentration of half-maximal effect; nearly all actives have a fitted effect of over 55% in size; some results filed as inactive show a strong effect at the top dose; inactives centre near -15; many of its hits are not listed in these tables
Target sequence (Q03431 whole entry, looked up): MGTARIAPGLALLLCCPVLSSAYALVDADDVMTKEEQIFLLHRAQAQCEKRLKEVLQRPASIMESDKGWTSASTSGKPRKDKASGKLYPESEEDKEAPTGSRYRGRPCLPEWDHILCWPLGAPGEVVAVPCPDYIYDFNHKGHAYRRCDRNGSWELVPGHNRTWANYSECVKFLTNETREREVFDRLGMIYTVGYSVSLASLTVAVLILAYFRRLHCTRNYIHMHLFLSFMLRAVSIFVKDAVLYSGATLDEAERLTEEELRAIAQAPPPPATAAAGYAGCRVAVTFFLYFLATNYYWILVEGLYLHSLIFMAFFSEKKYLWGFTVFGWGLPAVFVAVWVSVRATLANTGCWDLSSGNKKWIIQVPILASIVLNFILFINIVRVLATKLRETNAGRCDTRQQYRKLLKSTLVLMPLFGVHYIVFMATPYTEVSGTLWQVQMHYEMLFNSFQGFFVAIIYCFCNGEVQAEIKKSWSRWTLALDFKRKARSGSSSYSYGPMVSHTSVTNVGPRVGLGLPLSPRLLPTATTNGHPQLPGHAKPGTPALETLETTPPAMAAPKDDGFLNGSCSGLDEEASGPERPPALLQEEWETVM
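HEK-293-derived GP2 cells expressing PTHR1 and a GloSensor cAMP reporter, 3,000/well, plated overnight, given luciferin plus IBMX (each 0.5 mM as added) for 1 h at 37 °C, then compound for 1 h at 37 °C. Luminescence was read after 15 min at room temperature.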
EPAC2 ag – qHTS for Agonist of cAMP-regulated guanine nucleotide exchange factor 4 (EPAC2): primary screen; Rap guanine nucleotide exchange factor 4 (Homo sapiens), Q8WZA2; EPAC2 activation, biochemical qHTS; response scale: 100% = 6.5 mM cAMP response; Potency, µM (top dose mostly 154 µM), for the others: at the highest dose activation, usual class: activators; actives 0.079% (n = 360,000); note: potency is the fitted concentration of half-maximal effect; nearly all actives have a fitted effect of over 50% in size
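Exchange assay: 100 nM EPAC2 with 250 nM Rap1B-BODIPY-GDP and 50 uM GDP. Fluorescence (ex 480/em 540 nm) read every 5 min for 30 min at room temperature. Data normalized to 6.5 mM cAMP as agonist control.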
Mm-Cpn inhibitor – Inhibitors of TCP-1 ring complex (TRiC) of Methanococcus maripaludis (MmCpn): qHTS; Potency, µM (series often up to 76.9 µM), for the others: top-dose activity, negative = inhibition, actives largely listed as inhibitors; Chaperonin Mm-Cpn (Methanococcus maripaludis); purified Mm-Cpn ATPase, ADP Transcreener TR-FRET; actives 0.031% (n = 330,000); AID 504842, 2011; note: potency is the fitted concentration of half-maximal effect; % is set by controls: 0 for no effect and ±100 for the full control effect; nearly all actives have a fitted effect of over 80% in size
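Purified archaeal chaperonin (25 nM final) was preincubated with compound for 10 min at 37°C, then ATP (10 uM final) was added for 30 min at 37°C in Tris pH 7.4/KCl/MgCl2/DTT buffer. ADP was quantified by HTRF Transcreener TR-FRET.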
Numbers without * were called inactive; i = inactive; ? = inconclusive; . = no result given; [ ] = another dose, or the depositor's remark. Unless noted, calls come from the whole dose curve; as a rule, active = well fitted curve in the direction sought with a large enough effect; inconclusive = small, poorly fitted or top-dose-only effect, or another doubt; inactive = no such curve, though single readings can be large; an effect the other way counts as inactive or inconclusive. The list is partial; count on the stated rates, not on these rows.

compound,Akt phos inh,EPAC2 antag,D3 ag,CCT chaperon mod,D3 antag,PTHR1 agonist,EPAC2 ag,Mm-Cpn inhibitor
C#CCOCCOCCOCCNc1nc(N2CCN(C(=O)[C@H](CCC(=O)O)n3cc(C(N)[C@H](C)CC)nn3)CC2)nc(N2CCN(C(=O)[C@H](Cc3ccc(O)cc3)n3cc(C(N)[C@H](C)CC)nn3)CC2)n1 (stereo partly drawn),i,1%,0,0.1,-21,-4%,8%,.
O=C(Cc1ccccc1)NCC1CCCO1 (stereo not drawn),i,0%,-6,-2.0,15,7%[57.5 µM],-2%,-1%
CCOc1ccc(NC(=O)CCn2ccnc2)cc1,i,2%,9,-2.3,0,i,10%,2%
C/C(=N\NC(=O)Cc1c(C)[nH][nH]c1=O)c1cccc(Br)c1,i,5%,-7,0.5,1,-6%,5%,2%
COc1ccc(C(CCN2CCN(c3ccccc3)CC2)c2c(O)cc(OC)cc2OC)cc1 (stereo not drawn),i,3%,-65,0.9,-112*,-19%,12%,2%
COc1ccc(OC)c(/C=C/C(=O)OCC(=O)Nc2cccc(C(C)=O)c2)c1,i,6%,-1,-1.4,17,i,14%,-7%
Cc1csc(NC(=O)Cc2coc3cc(C)c(C(C)C)cc23)n1,i,-7%,-14,0.6,?,-26%[57.5 µM],-3%,0%
COc1cc2[nH]c(=O)c(C(=O)NCCCN3CCOCC3)c(O)c2cc1OC,i,-5%,-9,-7.9,-13,23%,11%,0%
CC(C)C(C)NC(=O)COn1nnc2ccc(S(=O)(=O)N3CCOCC3)cc21 (stereo not drawn),i,5%,0,-2.6,13,-4%,-5%,-4%
COc1cccc(CNc2nc3ccccc3n2C)c1O,i,-2%,-16,-1.7,-57*,-11%,5%,1%
O=c1c2oc3ccccc3c2ncn1Cc1ccc(F)cc1,i,-1%,-8,1.4,-22,i,6%,-3%
S=c1[nH]nc(CSCCOc2ccccc2)o1,i,1%,15,-2.5,-16,-15%,5%,-12%
O=C(NCc1ccco1)c1cccc2c1C(=O)c1ccc(N3CCC(N4CCCCC4)CC3)cc1S2(=O)=O,i,4%,4,-1.0,-18,-19%,12%,.
CCOCCCN1C(=O)C(O)=C(C(C)=O)C1c1cccs1 (stereo not drawn),i,0%,-6,-1.8,-17,i,4%,.
Cc1c(NC(=O)c2cccc(NS(C)(=O)=O)c2)c(=O)n(-c2ccccc2)n1C,i,-4%,2,0.2,1,i,7%,0%
O=C(NNc1c2ccccc2nc2ccccc12)C(O)c1ccccc1 (stereo not drawn),i,-4%,-7,1.8,-2,i,0%,-6%
CCN1CCN(c2ccc(S(=O)(=O)N3CCCCC3)cc2NC(=O)/C=C/c2cc(OC)ccc2OC)CC1,i,17%,-3,1.8,-23,25%,2%,-5%
NC(=S)NN=C1CCC2(CCCCC2)CC1,i,7%,-5,2.2,-20,-14%,1%,.
COc1ccc(CC2CC(=O)N(c3ccc(C)cc3)C2=O)cc1 (stereo not drawn),i,-8%,-2,-12,3,-14%,0%,0%
Cc1nnc(SCCN2C(=O)c3ccccc3C2=O)[nH]c1=O,i,11%,8,-1.6,0,2%,-8%,0%
COc1cc(Br)c(-c2sc(Nc3ccccc3)n[n+]2-c2ccc(F)cc2)cc1OC,i,?,-1,-1.2,0,i,5%,-8%
O=C(CN1CCN(S(=O)(=O)N2CCCCC2)CC1)Nc1cc(Cl)cc(Cl)c1,i,-4%,-32,-0.1,-3,-33%[inhibitor],9%,0%
O=C(O)CSc1nnc(COc2cccc3ccccc23)n1Cc1ccccc1,i,-11%,-3,0.5,-13,i,5%,-19%
O=C(Nc1ccccn1)C12CC3CC(C1)CC(C(=O)Nc1ccccn1)(C3)C2,i,6%,1,-0.3,19,-6%[57.5 µM],7%,0%
CCCCN(C=O)c1c(CC)nc2ccc(C(=O)Nc3cc(-c4ccccc4)ccc3OC)cn12,i,10%,-9,0.0,1,-16%,-9%,.
O=c1c2[nH]c3ccc(Cl)cc3c2ncn1Cc1ccccn1,i,7%,0,2.5,-18,-25%,14%,-1%
COC(=O)C[C@@H]1C[C@@H]2c3cc(NC(=O)Cc4ccncc4)ccc3O[C@@H]2[C@@H](CO)O1,i,-17%,3,-1.6,9,-29%,7%,.
O=c1oc(-c2ccc([N+](=O)[O-])cc2)nc2ccccc12,i,-21%,-2,1.1,-5,-4%,-1%,-3%
O=C(Cc1ccc(F)cc1)Oc1ccc(C(=S)N2CCCC2)cc1,i,-2%,3,-0.6,1,i,9%,-2%
CC(C)(C)c1ccc(/C=N/NC(=S)NC2CCCCC2)cc1,i,-18%,-8,-2.3,-21,-38%[inhibitor],12%,-1%

Compound profiles (already shown):
O=C(NNc1c2ccccc2nc2ccccc12)C(O)c1ccccc1 (stereo not drawn) is entered as Akt phos inh: i; EPAC2 antag: -4%; D3 ag: -7; CCT chaperon mod: 1.8; D3 antag: -2; PTHR1 agonist: i; EPAC2 ag: 0%; Mm-Cpn inhibitor: -6%
O=c1oc(-c2ccc([N+](=O)[O-])cc2)nc2ccccc12 is entered as Akt phos inh: i; EPAC2 antag: -21%; D3 ag: -2; CCT chaperon mod: 1.1; D3 antag: -5; PTHR1 agonist: -4%; EPAC2 ag: -1%; Mm-Cpn inhibitor: -3%
CC(C)C(C)NC(=O)COn1nnc2ccc(S(=O)(=O)N3CCOCC3)cc21 (stereo not drawn) is entered as Akt phos inh: i; EPAC2 antag: 5%; D3 ag: 0; CCT chaperon mod: -2.6; D3 antag: 13; PTHR1 agonist: -4%; EPAC2 ag: -5%; Mm-Cpn inhibitor: -4%

Carrying on.
compound,Akt phos inh,EPAC2 antag,D3 ag,CCT chaperon mod,D3 antag,PTHR1 agonist,EPAC2 ag,Mm-Cpn inhibitor
COc1ccc(CCN2C(=O)CSC2c2ccc(OC)c(OC)c2)cc1OC (stereo not drawn),i,-6%,-5,-0.1,19,-56%[inhibitor],4%,1%
COC(=O)C1=C(C)N(C2CCCC2)C(=O)C1(NC(C)=O)C(F)(F)F (stereo not drawn),i,6%,1,-2.1,-5,i,3%,2%
CCOC(=O)C1CCN(Cc2cnc(NC(=O)OC)s2)CC1,.,-13%,11,-8.3,-7,-10%,8%,2%
COc1ccc(N2C(=O)C(Cl)=C(Oc3cccc(OC)c3)C2=O)cc1,i,17%,-18,-1.3,-58*,-24%,5%,-2%
O=C(Nc1cccc(C(F)(F)F)c1)c1cc(-c2cccs2)on1,i,-3%,-67,-1.6,-65*,i,-1%,0%
Cc1ccc(NC(=O)CN(CCc2ccccc2)S(C)(=O)=O)cc1,i,0%,-1,1.9,-5,-42%[inhibitor],10%,0%
CCN(CC)S(=O)(=O)c1ccc(OC)c(NC(=O)CSc2cc(C)ccc2C)c1,i,-1%,6,-1.7,28,-1%,-2%,-4%
CN(C)CC(C)(C)CNC(=O)C1CCN(Cc2ccccc2O)CC1,i,-3%,-3,0.9,-6,i,0%,0%
CCCn1ncc(CN2CCC(CO)(CC3CCCCO3)CC2)c1C (stereo not drawn),i,3%,-29,-3.2,-28,-23%,1%,-1%
CC1CCN(C(=O)CSc2nnc(-c3cccnc3)n2C2CCCCC2)CC1,i,4%,18,-1.9,18,-20%[57.5 µM],-1%,-1%
COc1ccc(-c2cc(C(=O)N3CCN(c4ncccn4)CC3)c3ccccc3n2)c(OC)c1,i,6%,-2,-3.2,21,-6%,7%,-6%
COc1ccccc1CNC(=O)c1cc(-c2ccccc2)n(Cc2cc(C)no2)n1,i,-6%,-8,1.0,-28,-25%,12%,-3%
Nc1ncnc2c1ncn2[C@@H]1O[C@H](C(=O)NCc2ccc3c(c2)OCO3)[C@@H](O)[C@H]1O,i,6%,-5,3.0,0,-4%,2%,.
CC(=O)c1ccn(S(=O)(=O)c2ccc(Cl)cc2)c1,i,-19%,-5,-1.4,-11,-7%,6%,-8%
CC(Oc1ccc2ccc(=O)oc2c1)C(=O)NCC1CCC(C(=O)O)CC1 (stereo not drawn),i,-4%,-7,0.4,8,-11%,3%,2%
O=C(Nc1ccccc1C(F)(F)F)C1CCN(C(=O)Cc2ccccc2)CC1,i,-15%,-5,3.1,5,i,-5%,0%
Cc1ccc(N2CC(C(=O)NC(C)CCc3ccccc3)CC2=O)cc1 (stereo not drawn),i,3%,-7,-1.0,-2,-10%,7%,-12%
CS(=O)(=O)NC1CCN(Cc2ccccc2)CC1,i,-6%,-9,-0.3,?,-13%,13%,1%
CS(=O)(=O)NCCCc1ccccc1,i,6%[57.1 µM],0,-0.9,51,i,-8%,2%
CCOC(=O)c1c(O)c2cccc3c2n(c1=O)CC3,i,3%,26,-1.6,58,i,17%,0%
O=C(COc1ccc2c3c(c(=O)oc2c1)CCC3)Nc1ccc(CCO)cc1,i,-3%,1,0.7,8,i,9%,2%
O=C(CNCc1ccccc1)Nc1ccc(Cl)cc1,i,-7%,-11,-1.3,5,-12%,9%,2%
CN(C(=O)CSc1nnc(Nc2ccccc2F)s1)C1CCS(=O)(=O)C1 (stereo not drawn),i,-4%,-12,-3.0,-24,-2%,1%,0%
C=CCNc1ncnc2c1ncn2[C@H]1CN(Cc2cccc3ccccc23)C[C@@H](CO)O1,i,-27%,0,-0.6,-29,-7%,14%,.

Some values from the results shown.
`CN(C(=O)CSc1nnc(Nc2ccccc2F)s1)C1CCS(=O)(=O)C1` (stereo not drawn) in EPAC2 ag → 1%
`C=CCNc1ncnc2c1ncn2[C@H]1CN(Cc2cccc3ccccc23)C[C@@H](CO)O1` in D3 antag → -29
